CXCR6 block – blocks human CXCR6 beta-arrestin recruitment; O00574; CHO-K1 PathHunter CXCR6 beta-arrestin, luminescence; inhibition, % at 20 µM; 360,000 compounds, 0.36% hits; AID 602244; in the data active = inhibition above about 34%, passing the limit was not always enough;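 also: antagonist mode with CXCL16 agonist at 10 nM final; 0% = 10 nM CXCL16 with DMSO and 100% = unstimulated wells without agonist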
Target sequence (O00574 whole entry, looked up): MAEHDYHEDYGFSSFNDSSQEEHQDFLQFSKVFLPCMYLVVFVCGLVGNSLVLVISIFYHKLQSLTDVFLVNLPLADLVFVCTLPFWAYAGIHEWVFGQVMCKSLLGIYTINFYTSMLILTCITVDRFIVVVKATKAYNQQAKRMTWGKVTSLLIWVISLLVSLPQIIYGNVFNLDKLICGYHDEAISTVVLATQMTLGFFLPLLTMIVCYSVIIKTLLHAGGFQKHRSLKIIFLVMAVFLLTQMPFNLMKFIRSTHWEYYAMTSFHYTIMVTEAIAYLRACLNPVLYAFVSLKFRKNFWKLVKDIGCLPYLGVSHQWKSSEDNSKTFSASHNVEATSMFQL
Jurkat NFkB inh – inhibitors of the PMA/ionomycin-induced NF-kB reporter in Jurkat cells; PMA/ionomycin-induced NF-kB luciferase reporter, luminescence; inhibition, % at 4 µM; 330,000 compounds, 0.53% hits; AID 435003; in the data active = inhibition above about 50%
EBI2 antag – antagonists of human EBI2 receptor | P32249 | EBI2 beta-arrestin recruitment, luminescence, 7a,25-OHC stimulated | inhibition, % at 5 µM | 360,000 compounds, 0.81% hits; in the data active = inhibition above about 38%;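 also: enzyme fragment complementation signal reports receptor beta-arrestin coupling in cells; 0% = agonist plus DMSO wells and 100% = wells without agonist; some results beyond the cut were filed as inactive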
Target sequence (P32249 whole entry, looked up, the tested form may be a part): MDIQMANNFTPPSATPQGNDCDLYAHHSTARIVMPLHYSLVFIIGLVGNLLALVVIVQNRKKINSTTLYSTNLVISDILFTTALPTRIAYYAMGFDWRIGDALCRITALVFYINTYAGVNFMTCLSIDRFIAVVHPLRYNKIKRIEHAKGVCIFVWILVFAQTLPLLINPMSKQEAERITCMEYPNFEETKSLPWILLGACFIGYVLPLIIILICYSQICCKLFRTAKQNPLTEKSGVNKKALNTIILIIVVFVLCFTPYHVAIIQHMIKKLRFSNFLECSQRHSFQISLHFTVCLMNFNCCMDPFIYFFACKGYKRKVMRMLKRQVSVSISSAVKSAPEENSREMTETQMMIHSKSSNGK
CCR6 antagonist – CCR6 (human) receptor antagonism | 340,000 compounds, 0.49% hits | inhibition, % at 20 µM | CHO-K1 CCR6 PathHunter beta-arrestin, luminescence, CCL20-stimulated | P51684 | AID 493098;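 active = compounds whose inhibition of the agonist-driven luminescence signal at 20 µM reaches about 50%, limit read from the data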;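 also: cells stimulated with CCL20 at 14 nM final; plate controls were DMSO with CCL20 for no effect and DMSO without agonist for full effect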
697 NFkB inh – inhibitors of the PMA/ionomycin-induced NF-kB reporter in 697 B cells | 697 B-cell NF-kB luciferase reporter, 16 h | inhibition, % at 4 µM | 330,000 compounds, 0.33% hits; in the data active = inhibition above about 35%
Gli-Sufu antag – blocks Gli-Sufu signaling in a luciferase reporter | Sufu-KO-LIGHT fibroblasts, Gli luciferase reporter luminescence | inhibition, % at 5 µM | 340,000 compounds, 0.74% hits | AID 588413;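 active = inhibition above about 55%, limit read from the data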;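 also: 0% = DMSO-treated cells and 100% = wells with medium but no cells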
UBC13 inh – inhibitors of human UBC13 polyubiquitin chain formation | P61088 | TR-FRET | inhibition, % at 20 µM | 330,000 compounds, 0.47% hits | AID 485273; in the data active = inhibition above about 45%, passing the limit was not always enough
Target sequence (P61088 whole entry, looked up): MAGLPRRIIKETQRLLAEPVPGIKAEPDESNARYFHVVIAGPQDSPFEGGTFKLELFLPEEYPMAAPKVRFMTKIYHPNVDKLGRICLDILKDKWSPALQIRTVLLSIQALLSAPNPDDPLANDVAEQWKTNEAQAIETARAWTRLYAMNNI
APJ antag – APJ receptor antagonism; 330,000 compounds, 0.32% hits; P35414; inhibition, % at 20 µM; CHO-K1 APJ beta-arrestin complementation, luminescence;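 active = inhibition above about 40% at 20 µM, limit read from the data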;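 also: cells challenged with 10 nM apelin-13 agonist together with compound; plate controls were apelin-13 plus DMSO wells for no effect and DMSO wells lacking apelin-13 for full effect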
Starred values were filed as active, the others as inactive.

CSCCNC(=O)c1ccc(C(C)(C)C)cc1 was read as CXCR6 block -1, Jurkat NFkB inh -25, EBI2 antag 1, CCR6 antagonist 6, 697 NFkB inh -1, Gli-Sufu antag -17, UBC13 inh -9 and APJ antag 2.
Screening CCOc1cc(C(=S)N2CCOCC2)ccc1OC returned CXCR6 block 7, Jurkat NFkB inh -8, EBI2 antag -11, CCR6 antagonist 6, 697 NFkB inh -24, Gli-Sufu antag 2, UBC13 inh -13 and APJ antag 12.
`c1ccc(Nc2n[nH]nc2-c2ccccc2)cc1` gave CXCR6 block -2, Jurkat NFkB inh 11, EBI2 antag -27, CCR6 antagonist 4, 697 NFkB inh 13, Gli-Sufu antag 4, UBC13 inh 42 and APJ antag -5.
Screening Cc1ccc(CC2SC(N=C(N)N)=NC2=O)cc1 (stereo unspecified) returned CXCR6 block 3, Jurkat NFkB inh 4, EBI2 antag -1, CCR6 antagonist 1, 697 NFkB inh 7, Gli-Sufu antag 4, UBC13 inh 7 and APJ antag 11.
Screening CCOC(=O)N1CCN(C(=O)CSc2nc(=O)n3cccc(C)c3n2)CC1 returned CXCR6 block 4, Jurkat NFkB inh 10, EBI2 antag 6, CCR6 antagonist 1, 697 NFkB inh 5, Gli-Sufu antag -1, UBC13 inh 3 and APJ antag 3.
`Cc1occc1-c1nnc(SCC(=O)N2CCCc3ccccc32)n1Cc1ccco1` gave CXCR6 block -2, Jurkat NFkB inh 13, EBI2 antag -2, CCR6 antagonist 6, 697 NFkB inh -3, Gli-Sufu antag 20, UBC13 inh -9 and APJ antag 1.
For CC(C)Oc1ccc(/C(O)=C2/C(=O)C(=O)N(CCN3CCNCC3)C2c2ccc(C(C)C)cc2)cc1 (stereo unspecified) the results were CXCR6 block 7, Jurkat NFkB inh 5, EBI2 antag -5, CCR6 antagonist 8, 697 NFkB inh -3, Gli-Sufu antag 11, UBC13 inh 4 and APJ antag 8.
For CCc1ccc(NC(=O)CCNS(=O)(=O)c2cccc3nsnc23)cc1 the results were CXCR6 block 3, Jurkat NFkB inh -18, EBI2 antag 4, CCR6 antagonist -8, 697 NFkB inh 9, Gli-Sufu antag -2, UBC13 inh 1 and APJ antag -3.
For C[C@H](CO)N1C[C@H](C)[C@@H](CN(C)C(=O)NC2CCCCC2)Oc2c(NC(=O)Nc3ccc(C(F)(F)F)cc3)cccc2C1=O the results were CXCR6 block -26, Jurkat NFkB inh -12, EBI2 antag 12, CCR6 antagonist -21, 697 NFkB inh -8, Gli-Sufu antag 22, UBC13 inh 16 and APJ antag 0.
For Cc1oc2ncnc(N)c2c1C the results were CXCR6 block 0, Jurkat NFkB inh 3, EBI2 antag -11, CCR6 antagonist -3, 697 NFkB inh 19, Gli-Sufu antag -10, UBC13 inh 26 and APJ antag 21.

Arranged by heavy-atom count (ascending): 3 of the compounds above.
For Cc1oc2ncnc(N)c2c1C the results were CXCR6 block 0, Jurkat NFkB inh 3, EBI2 antag -11, CCR6 antagonist -3, 697 NFkB inh 19, Gli-Sufu antag -10, UBC13 inh 26 and APJ antag 21.
CSCCNC(=O)c1ccc(C(C)(C)C)cc1 was read as CXCR6 block -1, Jurkat NFkB inh -25, EBI2 antag 1, CCR6 antagonist 6, 697 NFkB inh -1, Gli-Sufu antag -17, UBC13 inh -9 and APJ antag 2.
`c1ccc(Nc2n[nH]nc2-c2ccccc2)cc1` gave CXCR6 block -2, Jurkat NFkB inh 11, EBI2 antag -27, CCR6 antagonist 4, 697 NFkB inh 13, Gli-Sufu antag 4, UBC13 inh 42 and APJ antag -5.

Further results follow:
For Cc1noc(C)c1COc1ccccc1C(=O)NCCc1ccccc1 the results were CXCR6 block 17, Jurkat NFkB inh 9, EBI2 antag 1, CCR6 antagonist 16, 697 NFkB inh -9, Gli-Sufu antag 4, UBC13 inh 0 and APJ antag 19.
Screening c1ccc(CCC2CCCCN2Cc2nc(C3CC3)no2)cc1 (stereo unspecified) returned CXCR6 block 2, Jurkat NFkB inh 16, EBI2 antag 4, CCR6 antagonist 13, 697 NFkB inh 3, Gli-Sufu antag -3, UBC13 inh 4 and APJ antag 2.
COc1ccccc1N(CC(=O)NC1CCCCC1)S(=O)(=O)c1ccccc1 was read as CXCR6 block 6, Jurkat NFkB inh -16, EBI2 antag -11, CCR6 antagonist 7, 697 NFkB inh 13, Gli-Sufu antag -20, UBC13 inh 8 and APJ antag 4.
Cc1cccc(N=C2NN=C(c3ccc4c(c3)OCCO4)CS2)c1 was read as CXCR6 block -3, Jurkat NFkB inh -104, EBI2 antag 14, CCR6 antagonist 9, 697 NFkB inh -91, Gli-Sufu antag -24, UBC13 inh 5 and APJ antag -4.
Screening Cn1c(C(=O)O)c(S(=O)(=O)c2ccc(Cl)cc2)c2ccccc21 returned CXCR6 block -5, Jurkat NFkB inh -21, EBI2 antag -5, CCR6 antagonist 2, 697 NFkB inh 8, Gli-Sufu antag 0, UBC13 inh 7 and APJ antag 8.
`O=C(NC(NC1CCS(=O)(=O)C1)C(=O)c1ccccc1)c1ccc(Cl)cc1` (stereo unspecified) gave CXCR6 block 4, Jurkat NFkB inh 9, EBI2 antag 0, CCR6 antagonist -2, 697 NFkB inh 12, Gli-Sufu antag -2, UBC13 inh 4 and APJ antag 9.
`CCn1c2ccccc2c2nnc(SCCCn3c(=O)[nH]c4ccccc43)nc21` gave CXCR6 block 6, Jurkat NFkB inh 14, EBI2 antag 0, CCR6 antagonist 11, 697 NFkB inh -11, Gli-Sufu antag 17, UBC13 inh 0 and APJ antag 16.
`N#C/C(=N/Nc1ccc(S(=O)(=O)N2CCOCC2)cc1)C(N)=O` gave CXCR6 block 9, Jurkat NFkB inh -4, EBI2 antag 4, CCR6 antagonist 25, 697 NFkB inh 8, Gli-Sufu antag 3, UBC13 inh -2 and APJ antag 30.
Screening Cc1sc2nc(N)sc2c1C returned CXCR6 block -7, Jurkat NFkB inh 2, EBI2 antag 1, CCR6 antagonist -1, 697 NFkB inh 5, Gli-Sufu antag 0, UBC13 inh 4 and APJ antag 15.
Screening NC(=O)C(F)(F)C12OC3C4C5CC(C6C5C3C61)C42 (stereo unspecified) returned CXCR6 block -2, Jurkat NFkB inh 6, EBI2 antag 4, CCR6 antagonist 6, 697 NFkB inh -4, Gli-Sufu antag -4, UBC13 inh -1 and APJ antag 13.
`Cc1ccc(NC(=O)c2cnccn2)cc1S(=O)(=O)N(C)C` gave CXCR6 block 4, Jurkat NFkB inh 6, EBI2 antag -5, CCR6 antagonist -2, 697 NFkB inh 14, Gli-Sufu antag -7, UBC13 inh -8 and APJ antag -6.
COc1ccc(/C=N/NC(=O)c2ccn[nH]2)cc1COc1ccc(Cl)cc1 was read as CXCR6 block 3, Jurkat NFkB inh 12, EBI2 antag -9, CCR6 antagonist -7, 697 NFkB inh -11, Gli-Sufu antag -5, UBC13 inh -2 and APJ antag -12.
Screening O=C(/C=C/c1ccc(O)cc1)c1c(O)cc(O)cc1O returned CXCR6 block 1, Jurkat NFkB inh 5, EBI2 antag -4, CCR6 antagonist 9, 697 NFkB inh 2, Gli-Sufu antag 2, UBC13 inh 4 and APJ antag 5.
Screening CCOC(=O)c1c(CC(C)C)csc1NC(=O)CCl returned CXCR6 block -11, Jurkat NFkB inh 4, EBI2 antag 4, CCR6 antagonist -17, 697 NFkB inh 28, Gli-Sufu antag -14, UBC13 inh 6 and APJ antag -20.
CN1CCC(NCCC(c2ccc(F)cc2)c2ccc(Cl)cc2)CC1 (stereo unspecified) was read as CXCR6 block -8, Jurkat NFkB inh 72*, EBI2 antag -18, CCR6 antagonist 8, 697 NFkB inh 19, Gli-Sufu antag 25, UBC13 inh 15 and APJ antag -3.
Screening Cc1cc(N/N=C/c2ccc([N+](=O)[O-])o2)nc2ccccc12 returned CXCR6 block 4, Jurkat NFkB inh 11, EBI2 antag 2, CCR6 antagonist 17, 697 NFkB inh -6, Gli-Sufu antag 13, UBC13 inh -337 and APJ antag 6.
`CCc1ccc(C(O)(CC)C(CN2CCOCC2)c2ccccc2)cc1` (stereo unspecified) gave CXCR6 block 11, Jurkat NFkB inh 17, EBI2 antag 2, CCR6 antagonist -1, 697 NFkB inh -12, Gli-Sufu antag 15, UBC13 inh 3 and APJ antag 10.
Screening O=C(c1cc[n+]([O-])cc1)N1CCCC(N2CCN(c3cccc(C(F)(F)F)c3)CC2)C1 (stereo unspecified) returned CXCR6 block -1, Jurkat NFkB inh -3, EBI2 antag 10, CCR6 antagonist -4, 697 NFkB inh -30, Gli-Sufu antag 9, UBC13 inh -7 and APJ antag 17.
`CC1CN(c2nc3ccccc3nc2C(C#N)C(=O)NCc2ccc3c(c2)OCO3)CC(C)O1` (stereo unspecified) gave CXCR6 block 3, Jurkat NFkB inh 15, EBI2 antag 4, CCR6 antagonist 9, 697 NFkB inh 12, Gli-Sufu antag 0, UBC13 inh -9 and APJ antag 4.
Oc1c(Cl)cc(Cl)c2cccnc12 was read as CXCR6 block 49*, EBI2 antag 11, CCR6 antagonist 63* and Gli-Sufu antag -2.
`C=Cn1nc(C)c2ccccc2c1=O` gave CXCR6 block 11, Jurkat NFkB inh 3, EBI2 antag -6, CCR6 antagonist -6, 697 NFkB inh 16, Gli-Sufu antag -4, UBC13 inh 0 and APJ antag 13.
For CN1C[C@@H]2C(c3ccc(C(F)(F)F)cc3)C3(c4cccnc4)CC2(C3)[C@H]1c1ccccc1 (stereo partly specified) the results were CXCR6 block 10, Jurkat NFkB inh -3, EBI2 antag 1, CCR6 antagonist 10, 697 NFkB inh -5, Gli-Sufu antag 2, UBC13 inh 25 and APJ antag -38.
Screening Cc1ccc(OCCNCC(O)COc2ccccc2)cc1 (stereo unspecified) returned CXCR6 block -9, Jurkat NFkB inh -3, EBI2 antag -7, CCR6 antagonist -1, 697 NFkB inh 9, Gli-Sufu antag 3, UBC13 inh 7 and APJ antag -1.
Screening COc1ccc(NC(=O)C2CC(=O)NC(Nc3cccc(C)c3)=N2)cc1 (stereo unspecified) returned CXCR6 block 3, Jurkat NFkB inh 0, EBI2 antag -16, CCR6 antagonist -15, 697 NFkB inh -5, Gli-Sufu antag 0, UBC13 inh -1 and APJ antag -2.
For Cc1ccc(S(=O)(=O)N(C(=O)c2ccncc2)c2ccc(OC(=O)c3ccncc3)c3ccccc23)c(C)c1 the results were CXCR6 block 22, Jurkat NFkB inh 14, EBI2 antag 9, CCR6 antagonist 13, 697 NFkB inh -11, Gli-Sufu antag 11, UBC13 inh 0 and APJ antag -56.
Screening COc1cccc(C2CC(C(F)(F)F)n3ncc(C(=O)O)c3N2)c1 (stereo unspecified) returned CXCR6 block 6, Jurkat NFkB inh 2, EBI2 antag -5, CCR6 antagonist 15, 697 NFkB inh 25, Gli-Sufu antag -22, UBC13 inh 2 and APJ antag 1.
Screening CCN(c1ccc(C)c(C)c1)S(=O)(=O)c1c(C)[nH]c(=O)[nH]c1=O returned CXCR6 block 8, Jurkat NFkB inh -5, EBI2 antag 3, CCR6 antagonist 2, 697 NFkB inh -18, Gli-Sufu antag 3, UBC13 inh -6 and APJ antag 7.
C=C(C)[C@@H](O)COc1c2ccoc2cc2oc(=O)ccc12 was read as CXCR6 block -4, Jurkat NFkB inh 5, EBI2 antag -3, CCR6 antagonist 2, 697 NFkB inh 10, Gli-Sufu antag -5, UBC13 inh 10 and APJ antag 4.
For CCOC(=O)CCC(=O)Nc1cccc([N+](=O)[O-])c1 the results were CXCR6 block -3, Jurkat NFkB inh -2, EBI2 antag -9, CCR6 antagonist 7, 697 NFkB inh 6, Gli-Sufu antag -1, UBC13 inh 18 and APJ antag 19.
For CCOc1ccc(NS(=O)(=O)c2ccc(C(=O)N(C)CC(=O)Nc3cccc(OC)c3)cc2)cc1 the results were CXCR6 block 4, EBI2 antag -11, CCR6 antagonist 11 and Gli-Sufu antag 11.
COc1ccccc1/C(C)=N/Oc1cc(N)cc([N+](=O)[O-])c1 was read as CXCR6 block 9, Jurkat NFkB inh 3, EBI2 antag 11, CCR6 antagonist 17, 697 NFkB inh 13, Gli-Sufu antag -20, UBC13 inh 7 and APJ antag 13.

Screens deposited in PubChem by Sanford-Burnham Center for Chemical Genomics.

Not a hit list. Share with any hit: about 3%.
